Bcl-2 Bim block – human Bim-Bcl-2 interaction inhibition | P10415 | Bead-based flow cytometry, Bim peptide-Bcl-2 binding | inhibition, % at 10 µM | actives 0.06% (n = 190,000); in the data active = inhibition above about 40%; inconclusive = no clear call, values can overlap the other calls;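 note: 0% = no compound wells with probe peptide and 100% = reference peptide inhibitor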
Target sequence (P10415 whole entry, looked up): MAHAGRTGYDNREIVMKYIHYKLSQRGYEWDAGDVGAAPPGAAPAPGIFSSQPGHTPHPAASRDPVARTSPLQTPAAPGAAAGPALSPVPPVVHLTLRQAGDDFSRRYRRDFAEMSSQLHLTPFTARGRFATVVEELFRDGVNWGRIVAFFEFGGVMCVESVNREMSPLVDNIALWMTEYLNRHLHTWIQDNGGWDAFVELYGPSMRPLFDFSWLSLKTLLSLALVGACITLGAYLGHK
Bcl-B Bim block – inhibitors of Bim-Bcl-B interaction, human | Q9HD36 | bead-based flow cytometry, Bim peptide-Bcl-B binding | inhibition, % at 10 µM | actives 0.073% (n = 190,000) | AID 951;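 note: 0% = tracer peptide without compound and 100% = reference inhibitor peptide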
Mcl1 Bid PPI – disrupts binding of human Mcl-1 to Bid peptide; TR-FRET Mcl-1/Bid-Dy647 peptide binding, 1536-well; inhibition, % at 21.7 µM; actives 0.97% (n = 220,000);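 active = compounds that cut the binding signal by more than half at the single screening dose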;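 note: His-tagged Mcl-1 with europium anti-His antibody binding Bid BH3 peptide; 0% = Mcl-1 plus peptide wells and 100% = peptide-only wells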
Target sequence (Q07820 whole entry, looked up): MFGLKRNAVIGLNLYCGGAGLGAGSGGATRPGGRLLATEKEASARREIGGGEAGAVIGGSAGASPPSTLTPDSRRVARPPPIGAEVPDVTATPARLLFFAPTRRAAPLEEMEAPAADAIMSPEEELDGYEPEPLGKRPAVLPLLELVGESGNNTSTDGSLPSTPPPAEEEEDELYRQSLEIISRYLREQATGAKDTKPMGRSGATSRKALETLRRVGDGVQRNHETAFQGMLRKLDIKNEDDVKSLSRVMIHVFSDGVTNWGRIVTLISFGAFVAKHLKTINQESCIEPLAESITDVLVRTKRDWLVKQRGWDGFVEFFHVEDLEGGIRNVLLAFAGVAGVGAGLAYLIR
Bim-Bcl-XL – human Bim-Bcl-XL interaction inhibition. Bim peptide-Bcl-XL binding, bead flow cytometry, fluorescence. inhibition, % at 10 µM. Q07817. actives 0.04% (n = 190,000)
Target sequence (Q07817 whole entry, looked up): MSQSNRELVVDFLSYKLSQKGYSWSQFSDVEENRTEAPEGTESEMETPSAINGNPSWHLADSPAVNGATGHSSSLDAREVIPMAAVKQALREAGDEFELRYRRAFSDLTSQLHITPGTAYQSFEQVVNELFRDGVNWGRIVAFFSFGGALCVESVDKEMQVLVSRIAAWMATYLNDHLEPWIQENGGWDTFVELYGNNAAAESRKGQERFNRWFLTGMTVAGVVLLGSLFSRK
RGS8-Gao reg – human RGS8-Galphao interaction regulation. P09471. multiplexed bead flow cytometry, RGS8-Galphao binding; actives lie on both sides. response (percent of control binding), % at 10 µM. actives 0.34% (n = 220,000); in the data active = response below about 60% or above about 140%; inactive = in between;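 note: Galphao activated as the GDP aluminium fluoride complex binding bead-coupled RGS8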
Mcl-1 Bim block – human Bim-Mcl-1 interaction inhibition. Q07820. Bead-based flow cytometry, Bim peptide-Mcl-1 binding. inhibition, % at 10 µM. actives 0.1% (n = 190,000). AID 1009;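 note: 0% = no compound tracer wells and 100% = peptide blocker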
Mcl1 Noxa PPI – Mcl-1/Noxa interaction inhibition | Q07820 | TR-FRET Mcl-1/Noxa peptide binding, 2 h | inhibition, % at 21.7 µM | actives 1.5% (n = 220,000);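 active = compounds that cut the protein-peptide binding signal by more than 50% relative to plate controls in a single-dose test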;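 note: His-tagged Mcl-1 with rhodamine Noxa BH3 peptide and terbium anti-His antibody; 0% = Mcl-1 plus Noxa peptide wells and 100% = peptide-only wells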
RGS4-Gao reg – human RGS4-Galphao interaction regulation; binding response (% of control), % at 10 µM; P09471; actives 0.33% (n = 220,000); AID 1415; Multiplexed bead flow cytometry, RGS4-Galphao binding; actives lie on both sides; in the data active = binding response below about 49% or above about 150%; inactive = in between;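 note: fluorescent Galphao activated with aluminum fluoride binding bead-coupled RGS4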
Bim-Bfl-1 – disrupts Bim binding to human Bfl-1; AID 1008; Bead-based flow cytometry, Bim-Bfl-1 binding inhibition; actives 0.12% (n = 190,000); inhibition, % at 10 µM; Q16548;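 note: 0% = wells without compound plus tracer and 100% = blocker peptide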
Bim-Bcl-W – human Bim-Bcl-W interaction inhibition | actives 0.02% (n = 190,000) | bead-based flow cytometry, Bim peptide-Bcl-W binding | AID 952 | Q92843 | inhibition, % at 10 µM;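 note: 0% = bound tracer without compound and 100% = peptide blocker; higher means less fluorescent Bim peptide bound to Bcl-W beads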
Target sequence (Q92843 whole entry, looked up): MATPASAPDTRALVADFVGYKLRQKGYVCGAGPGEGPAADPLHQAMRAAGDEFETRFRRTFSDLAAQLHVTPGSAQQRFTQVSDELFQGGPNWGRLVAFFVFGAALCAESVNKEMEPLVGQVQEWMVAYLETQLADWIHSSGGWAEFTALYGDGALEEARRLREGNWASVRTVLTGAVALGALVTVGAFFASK
RGS7-Gao reg – human RGS7-Galphao interaction regulation | binding response (% of control), % at 10 µM | AID 1439 | Multiplexed bead flow cytometry, RGS7-Galphao binding; actives lie on both sides | P09471 | actives 0.35% (n = 220,000); in the data active = binding response below about 49% or above about 150%; inconclusive = no clear call, values can overlap the other calls; inactive = in between;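 note: fluorescent Galphao held in activated GDP-AlF4 state binding bead-coupled RGS7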
* marks the source's active call; other numbers are inactive results; ? = inconclusive; · = no result given. Cut-off read from the data, not from the text of the source, unless noted: active = inhibition above about 40%.

molecule	Mcl1 Noxa PPI	RGS4-Gao reg	Bim-Bcl-W	Bcl-B Bim block	Bim-Bcl-XL	Mcl1 Bid PPI	RGS7-Gao reg	Mcl-1 Bim block	Bim-Bfl-1	RGS8-Gao reg	Bcl-2 Bim block
Cc1cc(C(=O)NCc2ccco2)no1	1	100	-1	0	0	-50	97	-3	-1	98	-3
Cc1ccc2nc(NCCC(=O)O)nc(-c3ccccc3)c2c1	2	95	1	-3	-2	1	91	-2	-4	94	0
CC1C(C(=O)Nc2ccccc2)CCCC1(C)C(=O)O (centres undefined)	-1	102	0	1	-6	2	101	-1	-1	96	0
O=C(NCc1ccc2c(c1)OCO2)c1ccc(N2CCCCCC2)c([N+](=O)[O-])c1	-37	101	3	4	5	11	102	0	1	103	0
O=C(CSc1nccn1-c1ccc(Cl)cc1)N1CCCc2ccccc21	8	101	-7	-9	-6	10	100	-4	-6	99	-3
O=C(NC(c1ccccc1)c1ccccc1)c1ccc(=O)[nH]n1	-2	100	-2	-2	-1	-14	103	-6	8	102	2
CCOc1ccc(NC(=O)Cn2nnc(C(=O)NCCc3ccc(OC)c(OC)c3)c2N)cc1	10	96	0	-8	-9	-5	95	-1	-15	97	-10
CCOC(=O)N1CCN(C(=O)COc2ccc(Br)cc2)CC1	13	98	1	-10	-1	-3	98	-1	-6	100	-8
Cn1c(SCc2nc3ccccc3[nH]2)nnc1-c1cccs1	-2	97	6	-2	0	-53	95	0	-8	99	-6
Cc1ccc2cc(CCNC(=O)c3ccc(Br)o3)c(=O)[nH]c2c1	12	96	3	-2	0	5	97	-2	-4	100	-1
N/C(=N\OC(=O)Cc1ccccc1[N+](=O)[O-])c1cccnc1	0	102	-4	-6	-4	-27	100	0	-4	100	-6
Cc1cccc(Sc2nc(-c3ccccc3)ccc2C#N)c1	-4	100	0	0	-1	-40	98	-2	-1	100	-1
O=C(Nc1ccc(OC(F)(F)F)cc1)Oc1ccccc1N1CCOCC1	-15	104	·	·	·	-22	?	·	·	104	·
O=C(N/N=C/c1ccc(Cl)cc1Cl)C(=O)NC1CC1	25	98	0	-4	-1	-11	?	0	-3	102	0
COc1cc(CNc2ccc3[nH]c(=O)[nH]c3c2)ccc1OCC(=O)NC(C)(C)C	23	96	14	-2	0	-33	96	0	22	96	5
CN1CC(=O)N(CC(=O)NCc2ccc(F)cc2)c2ccccc2C1=O	-16	97	1	2	0	-21	99	0	-3	100	0
CCN(CC)CC#CC(O)(c1ccccc1)c1ccccc1	13	98	-1	-2	-4	-8	95	4	-2	96	-3
Cc1cccc(N2CCN(C(=O)N3CCOCC3)CC2)c1C	15	101	2	-2	0	-27	101	0	-3	101	2
COC(=O)c1cc(C(=O)Nc2cc(C)ccn2)cc([N+](=O)[O-])c1	16	91	0	-1	0	-24	95	-2	-2	100	0
O=C(CSc1nnc(-c2cccs2)n1-c1ccccc1)N1CCCc2ccccc21	-2	104	0	-11	-5	-10	102	-2	-8	105	-5
CCOC(=O)C1(CC2CC2)CCN(S(=O)(=O)C[C@]23CC[C@H](CC2=O)C3(C)C)CC1	9	101	3	3	4	-13	99	2	-2	105	0
O=C(Nc1ccc(S(=O)(=O)N2CCOCC2)cc1)C1COc2ccccc2O1 (centres undefined)	5	97	0	0	-4	-43	99	0	-2	101	0
COc1ccc(-n2cc(CNCC3CCOCC3)c(-c3cccc(F)c3)n2)cc1	-7	104	3	-2	-2	-3	103	-4	-5	101	-5
O=C(Nc1ncc2c(n1)-c1ccccc1CC2)c1ccccc1	4	98	0	-3	0	-3	97	-4	0	102	0
CC(C)(C)NCC(O)COc1ccccc1C(=O)CCc1ccccc1 (centres undefined)	-17	105	-1	3	4	15	105	7	6	119	8
Cc1onc(-c2ccccc2)c1C(=O)NCC1CCCO1 (centres undefined)	14	105	-1	-11	-6	-31	105	0	-14	108	-10
CCN1CCCC1CNC(=O)Cn1cccc1C(=O)c1ccccc1C (centres undefined)	4	101	-5	0	-1	-6	102	-5	3	101	1
CCOC(=O)c1c(/N=C/C2=C(O)CC(C)(C)CC2=O)sc(C)c1C	15	98	-4	-6	-7	-48	99	-5	-2	98	-6
Cc1cc(NC(=O)CSc2nc3cc(Cl)ccc3s2)no1	3	103	2	-7	-6	7	99	-1	-8	107	-3
CC1CCc2sc(C(=O)NN)cc2C1 (centres undefined)	3	98	-2	-3	0	-7	99	-5	-2	101	-1
COC(=O)c1c[nH]c(=O)c2ccccc12	12	105	1	-2	2	0	107	1	-4	104	-1
CC1CCN(C(=O)CSc2nnc(-c3ccco3)o2)CC1	-3	106	1	-2	-4	-11	107	0	-7	111	-3
Cc1ccc(-n2cc(CN3CCC(O)(c4ccccn4)CC3)c(-c3ccc(F)cc3)n2)cc1	25	103	0	-5	-2	-22	102	-2	-7	104	0
Fc1ccccc1OCCCCn1cncn1	-3	107	·	·	·	4	102	·	·	106	?
COc1cc(/C=N/NC(=O)CN(Cc2ccco2)S(=O)(=O)c2ccccc2)ccc1O	24	103	4	11	7	-23	96	45*	0	100	2
COc1ccc(Cl)cc1NC(=O)CC(C)=O	7	102	2	-7	-8	3	103	0	-7	106	-6
COC(=O)c1ccccc1NC(=O)C1CCN(C(=O)c2ccc(OC)cc2)CC1	6	107	-3	0	-2	8	102	1	-2	101	-1
COc1ccccc1-n1cc(-c2ccc(Cl)cc2)[nH]c1=O	13	98	-2	14	-2	-24	99	0	-7	103	-4
COc1ccc(NC(=O)NC(C)c2ccncc2)cc1OC (centres undefined)	0	91	1	0	0	-13	93	0	-5	97	-1
COc1ccccc1-c1nnc(SCC(=O)Nc2nc(-c3ccccc3)cs2)n1C	17	99	1	-3	-4	6	102	0	-6	101	1
O=C(Nc1ccc(Cl)cc1C(=O)N1CCOCC1)c1ccco1	10	104	-2	-7	-10	4	103	0	-16	102	-10
CC1CCCC(NC(=O)COC(=O)Cc2ccc(Br)cc2)C1C (centres undefined)	-1	88	-2	-5	-3	-30	88	0	-5	98	-2
Cc1ccc(NP(=O)(c2ccc(N(C)C)cc2NC(=O)c2cccs2)N2CCOCC2)cc1Cl (centres undefined)	1	101	-1	-5	-4	-23	99	-1	-9	103	-5
COc1cc(/C=N/NC(=O)NC2CCCCC2)cc(OC)c1O	10	101	·	·	·	-114	?	·	·	100	·
CCOc1ccc(-n2ccnc2SCC(=O)Nc2nnc(CC)s2)cc1	10	99	5	-5	-2	-4	94	0	-15	100	-4
CC(=O)c1c(C(C)=O)c(C)n(-c2nc(-c3ccc(C)c(C)c3)c(C)s2)c1C	4	104	2	-5	-6	12	103	-1	-11	105	-8
Cc1cccc(NC(=O)CN(C)S(=O)(=O)c2ccccc2)n1	22	101	0	0	-3	-13	101	-2	0	102	1
CSc1nnnn1-c1ccc(C(=O)OCC(=O)N2CCOCC2)cc1	8	101	-1	-2	-3	-14	99	0	-1	102	-3
CCOC(=O)C1(CCCc2ccccc2)CCN(C(=O)c2cncs2)CC1	-5	92	0	-5	-1	-14	86	-1	-5	94	-6
NS(=O)(=O)c1ccc(CCNCc2cc(Br)ccc2OCc2ccccc2)cc1	25	101	-3	-5	0	-9	103	-2	-3	106	-7

Results in RGS7-Gao reg and Bcl-2 Bim block (two entries from above):
Molecule	RGS7-Gao reg	Bcl-2 Bim block
COc1ccccc1-n1cc(-c2ccc(Cl)cc2)[nH]c1=O	99	-4
COc1ccc(NC(=O)NC(C)c2ccncc2)cc1OC (centres undefined)	93	-1

(listing goes on)
molecule	Mcl1 Noxa PPI	RGS4-Gao reg	Bim-Bcl-W	Bcl-B Bim block	Bim-Bcl-XL	Mcl1 Bid PPI	RGS7-Gao reg	Mcl-1 Bim block	Bim-Bfl-1	RGS8-Gao reg	Bcl-2 Bim block
N#Cc1ccc(N2Cc3ccccc3/C2=N/C(=O)Nc2ccc(Cl)cc2)cc1	7	101	0	0	0	-4	98	0	2	105	8
Cc1cccc2cc(CN(Cc3ccc(F)cc3)C(=O)N(C)C)c3nnnn3c12	-20	96	0	-5	-10	-22	93	1	-15	99	-7
O=C(OCC(=O)c1ccccc1Br)c1ccccn1	0	104	-1	-6	-5	17	105	0	-8	102	-4
CN(C)CCN(C)Cc1ccccc1Sc1cccc2ccccc12	49	99	-3	-9	-5	18	99	-5	1	103	-6
Cc1ccccc1CN1C2=NCCCN2c2ccccc21	-2	102	-3	-9	-9	-1	107	-7	-10	104	-10
CC(C)C1N(S(=O)(=O)c2ccccc2)CCN1S(=O)(=O)c1ccccc1	9	99	3	-7	-4	-13	99	0	-12	102	-9
O=C(NC(=S)NCc1cccnc1)c1ccccc1[N+](=O)[O-]	3	99	0	-2	-1	-30	99	-2	-6	98	-5
O=C(C1COc2ccccc2O1)N1CCc2ccccc21 (centres undefined)	47	95	-2	-6	-2	-8	97	0	-13	99	-8
CC(C)(CC(=O)N1CCN(c2ccc(Cl)cc2)CC1)CC1=NS(=O)(=O)c2ccccc2N1	-6	101	0	-13	-9	-16	101	-4	-17	97	-8
COc1ccc(/C(O)=C2/C(=O)C(=O)N(CCN3CCOCC3)C2c2ccccn2)cc1 (centres undefined)	8	98	3	-7	-5	-87	99	-5	-9	99	-3
CCOC(=O)NNC(=O)c1ccc(Cl)cc1	26	98	-5	1	-8	0	99	-3	-3	101	-2
COc1cccc(CNC(=O)Cn2nc(-c3ccc(Cl)cc3)ccc2=O)c1	29	100	-1	-7	-2	-3	101	-2	-9	98	-7
CCN(C(=O)CSc1nnc(Cn2nnc3ccccc32)o1)c1nc(-c2ccccc2)cs1	1	96	-2	-5	-3	-23	99	0	-2	99	-3
CCOc1ccc(-n2c(=O)c3c4c(sc3n(CC(=O)NCCCOC)c2=O)CCCCC4)cc1	4	106	-4	-4	-3	-6	109	0	-3	100	-1
O=C(O)c1cnc(-c2ccccc2)nc1Sc1ccc(Cl)cc1Cl	5	98	0	0	3	10	101	-1	-3	100	0
CCC(=O)Nc1c(C)n[nH]c1C	-13	99	-3	-8	-6	-16	95	-6	-1	101	-1
O=C(CCC(=O)c1cccs1)NC1CCCCCC1	22	88	1	-1	-2	-18	?	0	-5	94	-1
Cc1oc(-c2ccc3c(c2)OCCO3)cc1C(=O)O	23	102	-7	-5	-7	-20	101	-2	-3	99	-5
COc1ccccc1N(CC(=O)Nc1c(C)cccc1C)S(C)(=O)=O	9	99	1	-4	4	2	98	1	0	97	0
O=C(N/N=C/c1cccnc1)c1ccccc1OCc1cccc(Br)c1	16	103	0	-4	-5	5	99	1	-6	104	0
Cc1cc(C)n2nc(C(=O)NCc3cccc(C(F)(F)F)c3)nc2n1	-4	102	-1	-1	2	-10	105	-1	-3	100	0
Cc1ccccc1NC(=O)NCCc1nc2ccccc2[nH]1	-1	109	0	-5	-5	-25	107	-5	0	116	3
